Source: PubChem BioAssay
M. tuberculosis GlmU: inhibition of mycobacterial GlmU enzyme – biochemical, glucosamine-1-phosphate acetyltransferase (AID 1376). Bifunctional protein GlmU (Mycobacterium tuberculosis (strain ATCC 25618 / H37Rv)). M. tuberculosis GlmU acetyltransferase enzyme assay; higher % means a stronger effect. inhibition, %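 (tested at 30 µM in the primary screen)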; hits with a dose series show IC50 in µM. 220,000 compounds, 0.25% hits; in the data active means inhibition above about 13%; inconclusive means no clear call, values can overlap the other calls;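 further: 0% = complete reaction with vehicle and 100% = reaction without substrate; strong numbers were not always called active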
Mtb RmlCD inh: M. tuberculosis RmlC/RmlD coupled enzyme inhibitors, primary screen, biochemical, compound mixtures, 384-well, from 1536-well plates; dTDP-4-dehydrorhamnose reductase (Mycobacterium tuberculosis (strain ATCC 25618 / H37Rv)) …; inhibition, % at 3.6 µM; 160,000 compounds, 0.03% hits; RmlC+RmlD coupled enzyme assay, percent inhibition; primary screen in compound mixtures; in the data active means inhibition mostly above about 34%, no sharp cut-off; inconclusive means no clear call, values can overlap the other calls; inactive means mostly below about 22%; further: some results filed as inactive read as strong as hits
Target sequence (P9WH09 whole entry, looked up): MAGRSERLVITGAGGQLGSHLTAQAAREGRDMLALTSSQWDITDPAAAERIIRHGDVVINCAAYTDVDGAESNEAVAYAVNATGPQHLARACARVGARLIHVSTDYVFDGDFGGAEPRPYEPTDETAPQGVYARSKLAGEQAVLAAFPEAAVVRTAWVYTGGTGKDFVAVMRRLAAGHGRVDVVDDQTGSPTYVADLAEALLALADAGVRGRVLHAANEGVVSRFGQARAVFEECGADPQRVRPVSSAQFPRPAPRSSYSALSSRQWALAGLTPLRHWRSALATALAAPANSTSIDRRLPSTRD
Target sequence (P9WH11 whole entry, looked up): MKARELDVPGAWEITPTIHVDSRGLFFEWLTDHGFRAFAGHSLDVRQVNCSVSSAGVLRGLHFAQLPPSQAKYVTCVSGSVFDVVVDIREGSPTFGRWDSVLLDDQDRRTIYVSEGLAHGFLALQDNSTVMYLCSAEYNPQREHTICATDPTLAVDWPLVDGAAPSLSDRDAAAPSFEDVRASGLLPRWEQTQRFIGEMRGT
Active calls of the source: *; ? = inconclusive; / = not tested or not shown. Only part of the results is shown, so the mix of outcomes need not match the whole.

structure	M. tuberculosis GlmU	Mtb RmlCD inh
O=C(COc1ccccc1)Nc1ccccc1N1CCCCC1	8.8%	/
COc1ccccc1N1CCN(C(=O)CN2C(=O)c3ccccc3S2(=O)=O)CC1	-1.9%	43
CCOC(=O)C(Cc1ccc(Cl)cc1Cl)c1ccno1 (stereo not given)	-2.2%	-4
CC(=O)c1c(N2CCOCC2)nc2ccc(Br)cc2c1-c1ccccc1	-6.1%	-3
CC(C)Cn1c(-c2csc(C(C)C)c2)n[nH]c1=S	-2.7%	0
COc1ccc(/C=C2\OC(=S)N(C)C2=O)cc1	6.2%	/
CCOc1ccccc1N(C(=O)Nc1ccc(Cl)cc1)C1=NC(C)CS1 (stereo not given)	6.2%	4
CCN(CC)S(=O)(=O)c1ccc(NC(=O)C(C)N(c2ccccc2)S(C)(=O)=O)cc1 (stereo not given)	0.5%	/
Cc1nnc(NC(=O)CSC2CCCCC2)s1	1.3%	?
Cc1c(-c2ccccc2)nc2ccccc2c1C(=O)OCC(=O)Nc1ncc(C(F)(F)F)cc1Cl	0.9%	-7
O=C1C2C3C=CC(CC3)C2C(=O)N1/N=C/c1ccccc1O (stereo not given)	7.6%	/
COC(=O)C1=C(C)N(CCc2ccccc2)C(=O)C1(NS(=O)(=O)c1ccc(NC(C)=O)cc1)C(F)(F)F (stereo not given)	-2.5%	8
C/C(=N\O)c1cc(Cl)ccc1O	-0.6%	-9
Fc1ccccc1CNc1ccc(Cl)cc1	-2.0%	1
CCOC(=O)c1[nH]c(C)c(C(=O)OCc2c(C)noc2C)c1C	1.9%	/
O=C(c1cnc2ccc3ccccc3c2c1)c1cc(F)ccc1O	-3.7%	/
O=[N+]([O-])c1cccnc1-n1cnc2ccccc21	8.3%	2
CCOc1ccc2nc(N3CCCC(C(=O)NCC4CCCO4)C3)sc2c1 (stereo not given)	3.3%	/
O=C1CCCC2=C1C1(CCCCC1)N=C(Nc1nc3ccccc3o1)N2	2.3%	7
O=C(O)CC/C(=C\c1ccccc1[N+](=O)[O-])c1nc2ccccc2s1	6.0%	-10
Cc1cccc(C)c1NC(=O)Cn1nnc(-c2ccc(CN3CCC(C)CC3)cc2)n1	-3.3%	-7
COc1ccccc1N1CCN(C(=O)C(Cc2ccccc2)NC(=O)C2CCCCC2)CC1 (stereo not given)	-1.6%	/
O=C(Cn1cc(C(F)(F)F)ccc1=O)N/N=C/c1ccc(Cl)cc1	2.2%	/
O=C(CCc1nc2ccccc2c(=O)[nH]1)Nc1ccc(F)c([N+](=O)[O-])c1	-0.3%	-2
Cc1ccc(/C=C/C(=O)O)cc1S(=O)(=O)NCc1cccnc1	4.1%	-5
COc1ccc(C(=O)Cn2c(Cl)nc3c2c(=O)n(C)c(=O)n3C)cc1	-2.2%	4
CCOC(=O)N1CCC(NC(=O)CCCN2C(=O)CSc3ncccc32)CC1	-0.8%	25
COc1ccc(OCCn2cc(/C=N/NC(=O)c3ccncc3)c3ccccc32)cc1	-3.0%	10
COc1cccc(Sc2ccccc2CN(C)C)c1	0.2%	14
O=C1c2ccccc2NC(c2ccccn2)N1NS(=O)(=O)c1ccccc1 (stereo not given)	1.8%	6

In a second layout: results already given
mol: Cc1nnc(NC(=O)CSC2CCCCC2)s1
  M. tuberculosis GlmU: 1.3%
  Mtb RmlCD inh: ?

mol: CCOc1ccccc1N(C(=O)Nc1ccc(Cl)cc1)C1=NC(C)CS1 (stereo not given)
  M. tuberculosis GlmU: 6.2%
  Mtb RmlCD inh: 4

3 entries out of the list, ordered by number of heavy atoms, ascending:
structure	M. tuberculosis GlmU	Mtb RmlCD inh
CC(C)Cn1c(-c2csc(C(C)C)c2)n[nH]c1=S	-2.7%	0
COc1cccc(Sc2ccccc2CN(C)C)c1	0.2%	14
Cc1cccc(C)c1NC(=O)Cn1nnc(-c2ccc(CN3CCC(C)CC3)cc2)n1	-3.3%	-7

Remaining list, next part
structure	M. tuberculosis GlmU	Mtb RmlCD inh
Cc1ccc(NC(=S)N(CCCN2CCN(C)CC2)Cc2cccs2)cc1C	-4.5%	22
O=C(CSc1nnc(CNC(=O)c2cccs2)o1)NC1CCCC1	-0.1%	-9
CC(=O)c1c(C)nc(-c2ccccc2)n1O	-3.3%	/
Cc1ccc(NC(=O)Cn2c(=O)oc3cc(S(=O)(=O)N4CCC(C)CC4)ccc32)cc1C	0.6%	-7
CCC1CCCCN1C(=O)CNCC1CCCO1 (stereo not given)	2.4%	/
COc1ccnc(Oc2ccccc2)c1C(=O)N/C=N/OCc1ccccc1	-0.1%	-10
COc1ccc(S(=O)(=O)NCC2CCCN(C(=O)c3sccc3C)C2)cc1 (stereo not given)	3.1%	-4
O=C(NC1CC1)C1=C[C@H](C2CCCCC2)C[C@H](OCc2ccc(CO)cc2)O1	3.0%	/
COc1ccccc1N(CC(=O)NCc1ccccc1)C(=O)CCC(=O)Nc1cc(C)ccn1	1.0%	/
CCOC(=O)CCc1c(C)nc2ncnn2c1C	-4.7%	15
CCN(CC)CC(=O)NCc1cc(-c2ccc(OC)cc2)no1	0.7%	13
Cc1cc(C)nc(NS(=O)(=O)c2ccc(NC(=O)CCC3COc4ccccc4O3)cc2)n1 (stereo not given)	-5.8%	/
Cc1sc2ncnc(N3CCCCC3C)c2c1C (stereo not given)	-0.2%	12
COCCNC(=O)CCC(=O)NNc1nc2ccccc2c2nc(C)nn12	6.1%	-10
Cc1cc([N+](=O)[O-])ccc1N=Nc1c(N)[nH]n(-c2ccccc2)c1=O	-3.0%	13
CNC(=O)C1=C(C)NC(=S)NC1c1cccs1 (stereo not given)	3.1%	3
COc1cc([N+](=O)[O-])ccc1NC(=S)Nc1cccc(C(=O)O)c1	-4.2%	6
N=c1n(CCN2CCOCC2)c2ccccc2n1CC(=O)c1ccc(Cl)c(Cl)c1	-8.1%	9
COC(=O)c1cc2c(C(F)(F)F)nn(C)c2s1	-0.1%	5
COc1ccc(-c2nnc(SC(C)C(=O)Nc3ccc4c(c3)OCCO4)o2)cc1 (stereo not given)	-2.3%	-13
CCc1cccc(CC)c1N(COC)C(=O)Cn1cnc2ccccc21	-1.8%	7
CCC(=O)Nc1cccc(NC(=O)c2cccc([N+](=O)[O-])c2)c1	-1.0%	2
COc1ccc(CCNC(=O)[C@@H]2C[C@H]2c2ccccc2)cc1OC	-1.7%	/
c1ccc(C2(CNc3ccccn3)CCCC2)cc1	1.9%	/
CC1CCCC(C)N1CC(C)(C)NS(=O)(=O)c1ccc(Cl)cc1 (stereo not given)	/	10
O=C(CNC(=S)NC(=O)c1ccccc1)c1ccccc1	3.9%	0
CCCCCn1c(CN2CCN(C(=O)OCC)CC2)nc2c1c(=O)[nH]c(=O)n2C	2.0%	/
COc1cccc(S(=O)(=O)Nc2cccc(C(=O)N3CCOCC3)c2)c1	6.1%	/
CCOC(=O)c1ccc(N2C(=O)CC(N3CCCC(C)C3)C2=O)cc1 (stereo not given)	5.3%	-6
COc1ccc(CCNC(=O)c2ccc(=O)[nH]c2)cc1	-2.5%	/

Single records, from the list above. Values in the order: M. tuberculosis GlmU, Mtb RmlCD inh
O=C(CNC(=S)NC(=O)c1ccccc1)c1ccccc1 as listed: 3.9%, 0
CCN(CC)CC(=O)NCc1cc(-c2ccc(OC)cc2)no1 as listed: 0.7%, 13

The results go on:
structure	M. tuberculosis GlmU	Mtb RmlCD inh
NC(N)=Nc1nc2ccc(Cl)cc2c(=O)[nH]1	-3.4%	-9
N#CCSc1nn(-c2ccc(F)cc2)c(=S)s1	1.3%	-1
COC1(c2ccccc2)NC(=S)NN=C1c1ccccc1 (stereo not given)	2.2%	-1
CCOc1cccc(NC(=O)C2CC(=O)N(C)C(=Nc3ccccc3)S2)c1 (stereo not given)	-2.2%	5
CCSc1nc2c(sc3ccccc32)c(=O)n1C(C)C	0.1%	/
CN1CCN(NC(=O)c2cc(S(=O)(=O)Nc3ccc(Cl)cc3)ccc2Cl)CC1	2.4%	5
CN(Cc1cn(C)nc1-c1cccc(Cl)c1)C1CCOCC1	-3.4%	/
c1cc(CNC2=NCCCCC2)ccn1	-5.5%	6
CNC(=O)COC(=O)[C@@H](Nc1ccc(S(=O)(=O)N2CCOCC2)cc1[N+](=O)[O-])C(C)C	2.4%	-11
Cc1ccc(C2CC(=O)NC3=C2C(=O)CCC3)cc1Br (stereo not given)	-0.2%	5
COc1ccc(N2C(=O)CC(N3CCC(O)(c4cccc(C(F)(F)F)c4)CC3)C2=O)cc1 (stereo not given)	-1.2%	/
COC(=O)c1c(NC(=O)C2CC2)sc(C(=O)Nc2ccccc2)c1C	-7.6%	-1
COc1ccc(CNc2nc(-c3ccccc3)nn2C(=O)c2cccs2)cc1	6.6%	0
CCn1c(-c2cc3c(C(F)(F)F)nn(C)c3s2)n[nH]c1=S	1.6%	18
CN=C(Cc1ccccc1)C1=C(O)CC(C)(C)CC1=O	-5.7%	/
Cc1nn(-c2ccccc2)c(Cl)c1/C=N/NC(=O)CNC(=O)c1ccccc1Cl	5.3%	9
CC(C)N(C)C(=O)c1ccc(OC2CCN(CCc3ccccc3)CC2)cc1	-1.3%	2
COc1ccc(C(=O)O)cc1S(=O)(=O)N(C)CCc1cccnc1	-4.1%	12
COc1ccc([N+](=O)[O-])cc1NC(=O)CSc1nc(C)c(C)c(C)n1	1.9%	/
O=C(O)c1ccccc1Cc1nc2cc(Cl)ccc2c(=O)[nH]1	-1.0%	/
Cc1c(CC(=O)Nc2ccc(Cl)cc2)sc2ccc(Cl)cc12	5.2%	-10
CC1(C)CC(=O)C/C(=N/NC(=O)CCCOc2ccc(Cl)cc2Cl)C1	0.2%	-7
Clc1ccc(OCc2nc(-c3ccc(Br)o3)no2)cc1	6.5%	6
O=C(COC(=O)c1ccccn1)NCc1ccccc1	4.1%	-1
Nc1nc2n(c1C(=O)c1ccccc1)CCC2	?	-7
Cc1cc(NC(=O)c2cc3ncc(Br)cn3n2)no1	-2.7%	20
O=C1CN(C(=O)COC(=O)COc2ccc3c(c2)CCC3)c2ccccc2N1	-1.5%	-10
Cc1ccn2nc(S(=O)(=O)Nc3c(F)cccc3F)nc2n1	-3.9%	11
Cc1ccc(CNC(=O)c2ccc(N3CCCC3=O)cc2)cc1	1.7%	6
CCOC(=O)c1cc(-c2ccccc2)sc1NC(=O)CC(C)C	6.1%	-22

(listing goes on)
structure	M. tuberculosis GlmU	Mtb RmlCD inh
O=C1CC(c2ccccc2)CC(O)=C1C=Nc1ccccc1 (stereo not given)	-3.9%	0
COc1cccc(-n2c(C)nn(C)c2=O)c1	-4.5%	/
COc1cc2cc(CN(Cc3nnnn3Cc3ccccc3)CC3CCCO3)c(=O)[nH]c2cc1OC (stereo not given)	2.5%	/
CCCC(c1nnnn1Cc1cccs1)N1CCN(c2ccc(OC)cc2)CC1 (stereo not given)	-1.6%	11
COCCNc1nc(-c2ccc(OC)cc2)c(-c2ccc(OC)cc2)s1	2.2%	5
Cc1cc(C(=O)N/N=C/c2ccc(-c3cccc(Br)c3)o2)n[nH]1	-5.8%	/
COc1ccc(-c2cc(C(F)(F)F)n3ncc(C(=O)NCC4CCCO4)c3n2)cc1 (stereo not given)	1.5%	-3
CCCCN1CC[C@H]2C=CC[C@@H](C(=O)Nc3ccc(Cl)cc3Cl)[C@H]2C1=O	-1.2%	/
CCNC(=O)c1c(O)c2c([nH]c1=O)CCCC2	-0.3%	-8
O=S(=O)(c1ccccc1)c1cnc(-c2cccnc2)nc1-c1ccc(Cl)c(Cl)c1	-2.0%	-5
CCC(C(=O)NC(C)(C)C)N(C(=O)Cn1nnc(-c2cccs2)n1)c1cnc2ccccc2c1 (stereo not given)	1.1%	9
CN(C=[N+](C)C)c1cccc2c1C(=O)c1ccccc1C2=O	3.6%	25
CC(=O)NNC(=O)c1sc(=S)n2c1[nH]c(=O)c1sccc12	8.8%	3
Cc1nn(-c2ccccc2)c(Cl)c1C(=O)N1CCN(c2ncnc3c2cnn3-c2ccccc2)CC1	1.0%	9
COc1ccc(CNn2c(-c3cccc(C)c3)nc3ccccc3c2=O)cc1OC	2.6%	/
O=C(Cn1nc(Cl)nc1Cl)c1cc2ccccc2oc1=O	-2.0%	?
O=C(c1cnn2cccnc12)N1CCN(c2ccccc2)CC1	-4.9%	-8
CCN(CC)C(=O)c1cn(C)c2ccc(S(=O)(=O)N(CC)CC)cc2c1=O	4.3%	1
C1=C(CCNC2=NCCCCC2)CCCC1	0.8%	/
Cc1csc(NC(=O)CCSCCc2ccccn2)n1	8.4%	7
Cc1c(NC(=O)c2ccccc2F)c(=O)n(-c2ccccc2)n1C	6.6%	/
Cc1ccc(NC(=O)c2ccc(N/N=C/c3cccc(O)c3)c([N+](=O)[O-])c2)cc1	-9.2%	10
CCn1c(SCC(=O)N/N=C(\C)c2ccco2)nnc1-c1ccccc1	1.7%	9
COc1ccc(Cl)cc1NC(=O)C1(c2cccs2)CCOCC1	-1.5%	-13
CCO/C([O-])=N/c1c[n+](N2CCOCC2)no1	6.9%	/
Cc1ccc(-n2c(=O)cc(N3CC(C)CC(C)C3)[nH]c2=O)cc1 (stereo not given)	-0.7%	/
